# Compound activity (PubChem)
# CCT chaperon mod: cytosolic chaperonin activity modulation | purified chaperonin ATPase assay, HTRF ADP detection, 30 min | activity change, % (test concentration not listed), hits read low | 360,000 tested, 0.3% active | AID 651819; in the data active = activity change below about -30%; note: % is set by controls: 0 for no effect and ±100 for the full control effect
#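 We incubate TRiC, 40 or 20 nM final, with library compounds at 76 uM and 10 uM ATP for 30 min at 37 °C. ADP formed is detected with Transcreener HTRF reagents after 30 min at room temperature.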
# PI5P4K alpha inh: blocks human PI5P4K alpha kinase activity; PI5P4Kalpha enzyme, ADP-Glo luminescence, 60 min; hits give low values; max response, %; AID 652105; 330,000 tested, 1.2% active; active = max response of -50% or lower; inconclusive = between -30% and -50%; inactive = -30% or higher; note: value at the top dose of about 77 µM; % is set by controls: 0 for no effect and ±100 for the full control effect
#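 qHTS, 1536-well: enzyme/substrate mix, compound by pin tool, 5 microM ATP final; RT 60 min; ADP-Glo reagents 1 (45 min) then 2 (30 min); luminescence.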
# PLK1 PBD inh: inhibitors of human PLK1 polo-box domain binding | P53350 | Plk1 PBD binding of FITC phosphopeptide, fluorescence polarization | Potency, µM, for inactives: max response, negative = inhibition, hits mostly inhibitors | 360,000 tested, 2.8% active | AID 720504; note: potency is the fitted concentration of half-maximal effect; series mostly up to about 57 µM; % is set by controls: 0 for no effect and ±100 for the full control effect; nearly all actives have a fitted effect of over 65% in size
# WRN helicase inh: WRN helicase (human) inhibition; Q14191; WRN helicase unwinding, fluorescent forked duplex, kinetic; Potency, µM (highest dose often 114 µM), inactives show at the highest dose activity change, negative = inhibition, most hits filed as inhibitors; 360,000 tested, 0.46% active; note: potency is the fitted concentration of half-maximal effect; % is set by controls: 0 for no effect and ±100 for the full control effect; nearly all actives have a fitted effect of over 55% in size
#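 Enzyme (20 nM final) and test compound sit together 15 min at room temperature before substrate addition. Substrate is a single-forked duplex oligonucleotide (100 nM) labelled with fluorophore and quencher, with 2 mM ATP; helicase unwinding raises red fluorescence, read kinetically.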
# EPAC1 antag: EPAC1 (human) antagonism. O95398. EPAC1 GEF assay, Rap1b-BODIPY-GDP exchange fluorescence. Potency, µM (titrated, usually from 115 µM), for inactives: top-dose activity change, negative = inhibition, most hits filed as inhibitors. 360,000 tested, 0.14% active. AID 720709;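 note: potency is the fitted concentration of half-maximal effect; plate controls were vehicle for no effect and positive control for full effect; nearly all actives have a fitted effect of over 50% in size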
# EPAC2 antagonist: blocks human EPAC2 exchange factor; EPAC2 GEF exchange of Rap1B-BODIPY-GDP, fluorescence; Q8WZA2; Potency, µM (doses to about 114 µM), inactives show at the top dose activity, negative = inhibition, actives largely listed as inhibitors; 360,000 tested, 0.18% active; AID 720708; note: potency is the fitted concentration of half-maximal effect; % is set by controls: 0 for no effect and ±100 for the full control effect; nearly all actives have a fitted effect of over 45% in size; many of its hits are not listed in these tables
# MmCpn inh: M. maripaludis TRiC chaperonin inhibition. purified Mm-Cpn ATPase, ADP Transcreener TR-FRET. Potency, µM (titrated, usually from 76.9 µM), without a hit: at the top dose activity, negative = inhibition, actives largely listed as inhibitors. 330,000 tested, 0.031% active. AID 504842; note: potency is the fitted concentration of half-maximal effect; % is set by controls: 0 for no effect and ±100 for the full control effect; nearly all actives have a fitted effect of over 80% in size
#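 Inhibition of chaperonin ATP hydrolysis is measured as reduced ADP production, detected by competitive TR-FRET in which signal falls with ADP. Final enzyme 25 nM and ATP 10 uM, reacted 30 min at 37°C.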
# EPAC1 ag: agonists of human EPAC1 | EPAC1 agonist qHTS, biochemical assay; response scale: 100% = response to 6.5 mM cAMP | Potency, µM (titrated, usually from 154 µM), inactives show at the top dose activation, most hits filed as activators | 360,000 tested, 0.073% active | AID 720707; note: potency is the fitted concentration of half-maximal effect; nearly all actives have a fitted effect of over 60% in size
#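 Fluorescent GDP-exchange assay: 100 nM EPAC1 with 250 nM Rap1B preloaded with BODIPY-GDP and 50 uM GDP; compounds tested as concentration series, 5 min at room temperature, then read every 5 min for 30 min (ex 480/em 540 nm); normalized to 6.5 mM cAMP.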
# The depositor's hits bear a star; ? = inconclusive; . = not tested or not shown; [ ] = remark or other dose. Unless noted, calls come from the whole dose curve; as a rule, active = well fitted curve in the direction sought with a large enough effect; inconclusive = small, poorly fitted or top-dose-only effect, or another doubt; inactive = no such curve, though single readings can be large; an effect the other way counts as inactive or inconclusive. The list is partial (hit frequency here may not be typical).
[1] COc1ccc(-c2nc3cc(C)ccn3c2NC(=O)c2c(F)cccc2Cl)cc1
[2] CCOc1ccc(N2C(=O)S/C(=C\c3cccn3C)C2=O)cc1
[3] CC(C)N1C(=O)/C(=C/c2nc3ccccc3c(=O)n2-c2ccccc2)c2ccccc21
[4] CN(Cc1ccccc1F)C(=O)c1ccccc1Sc1ccccc1C#N
[5] O=C(COc1cccc(NC(=O)c2ccco2)c1)c1ccccc1
[6] C=CCNC(=O)c1cc(-c2cccnc2)nc2ccccc12
[7] C=CCC[C@@H](Cc1ccc(F)cc1)C(=O)OC[C@@H](Cc1ccccc1)NC(=O)[C@H](CC=C)CC(=O)NCCO
[8] COC(=O)c1cc(C(=O)OCC(=O)NC2CCCC2)cc([N+](=O)[O-])c1
[9] CCNc1nc2c(c(=O)[nH]c(=O)n2C)n1CC(C)C
[10] O=C(CNC(=O)c1ccccc1O)N/N=C/c1ccccn1

assay / compound,1,2,3,4,5,6,7,8,9,10
CCT chaperon mod,-0.9,-1.4,-1.1,-0.7,-0.8,1.5,-6.7,-2.0,-3.0,-1.5
PI5P4K alpha inh,-7,-1,0,-2,-4,6,25,1,-9,0
PLK1 PBD inh,-11%,-1%,-10%,-20%,-9%,-4%,-13%,-1%,3%,-6%
WRN helicase inh,8%,-23%,?,3%,5%,-9%,-2%,-1%,9%,-8%
EPAC1 antag,-5%,7%,9%,-13%,23%,-5%,-20%,6%,-2%,-14%
EPAC2 antagonist,22%,1%,-5%,?,12%,-4%,-10%,6%,5%,6%
MmCpn inh,-4%,-1%,-14%,-3%,0%,1%,-1%,0%,2%,-9%
EPAC1 ag,-2%,-16%,7%,11%,10%,-3%,-17%,1%,-7%,-8%

# Reprinted, compounds 5–9
[5] O=C(COc1cccc(NC(=O)c2ccco2)c1)c1ccccc1
[6] C=CCNC(=O)c1cc(-c2cccnc2)nc2ccccc12
[7] C=CCC[C@@H](Cc1ccc(F)cc1)C(=O)OC[C@@H](Cc1ccccc1)NC(=O)[C@H](CC=C)CC(=O)NCCO
[8] COC(=O)c1cc(C(=O)OCC(=O)NC2CCCC2)cc([N+](=O)[O-])c1
[9] CCNc1nc2c(c(=O)[nH]c(=O)n2C)n1CC(C)C

assay / compound,5,6,7,8,9
CCT chaperon mod,-0.8,1.5,-6.7,-2.0,-3.0
PI5P4K alpha inh,-4,6,25,1,-9
PLK1 PBD inh,-9%,-4%,-13%,-1%,3%
WRN helicase inh,5%,-9%,-2%,-1%,9%
EPAC1 antag,23%,-5%,-20%,6%,-2%
EPAC2 antagonist,12%,-4%,-10%,6%,5%
MmCpn inh,0%,1%,-1%,0%,2%
EPAC1 ag,10%,-3%,-17%,1%,-7%

# More results.
[11] COc1ccccc1Nc1ncc(-c2cccs2)s1
[12] CCOc1cccc(CN2CCC(Oc3ccc(C(=O)N4CCCC4)cc3)CC2)c1O
[13] COc1ccc(NS(=O)(=O)c2ccc(O)c(C(=O)OCC(=O)N3CCCCC3)c2)cc1
[14] COC(=O)c1sc(NC(=S)NC(=O)c2ccc(C)cc2)nc1C
[15] N#Cc1ccc(CSc2ncnc3c2cnn3Cc2ccccc2)cc1
[16] Cc1ccccc1OCC(=O)Nc1ccc(C(=O)Nc2ccccc2C(=O)O)cc1
[17] CCN(CC(=O)Nc1ccc2c(c1)OCCO2)C(=O)COc1ccc(C)cc1
[18] C[C@@H]1CN([C@H](C)CO)S(=O)(=O)c2ccc(Br)cc2O[C@@H]1CN(C)C(=O)CN1CCOCC1
[19] CCC(C(=O)NCCCN1CC(C)CC(C)C1)n1nc(C)c2sc3ccccc3c2c1=O (stereo not given)
[20] COc1ccc(-c2oc(=O)c3cc(OC)c(OC)cc3c2C#CCCCO)cc1

assay / compound,11,12,13,14,15,16,17,18,19,20
CCT chaperon mod,1.7,0.9,-0.7,-0.3,0.6,-0.1,0.3,0.6,0.9,-3.5
PI5P4K alpha inh,1,0,9,5,0,?,-3,2,-4,3
PLK1 PBD inh,?,3%,1%,-7%,-9%,-9%,-1%,-7%,-7%,4%
WRN helicase inh,-7%,4%,-4%,1%,-14%,-7%[11.6 µM],-7%,-3%,1%,-7%
EPAC1 antag,-4%,1%,-11%,-11%,1%,-29%,3%,5%,-18%,13%
EPAC2 antagonist,-3%,4%,-2%,7%,-1%,1%,3%,6%,4%,-5%
MmCpn inh,-7%,.,-1%,-3%,-1%,-1%,-8%,.,?,-18%
EPAC1 ag,3%,-5%,12%,0%,6%,1%,-3%,4%,-12%,-7%

[21] Cc1cc(C)n2nc(-c3ccc(Cl)cc3)cc2n1
[22] CC(C)COC(=O)Nc1ccccc1C(=O)N1CCOCC1
[23] CCc1ccc(S(=O)(=O)c2nnn3c2nc(N2CCOCC2)c2ccccc23)cc1
[24] CC1CN(C(=O)c2ccncc2)CC(C)O1 (stereo not given)
[25] CCCc1nnc(SCC(=O)Nc2ccc(NC(C)=O)cc2)n1-n1cccc1
[26] O=C(OCc1ccc([N+](=O)[O-])cc1)c1ccc2ccccc2n1
[27] CCN(CC)c1ccc(NC(=O)c2nc3nc(C)cc(C(F)F)n3n2)cc1
[28] Cc1ccc(Cl)cc1NC(=O)N(C)CCO
[29] CCCCN(C(=O)c1cccc(S(=O)(=O)N2CC(C)OC(C)C2)c1)c1c(N)n(CCCC)c(=O)[nH]c1=O (stereo not given)
[30] O=C(Nc1nnc(SCc2ccccc2F)s1)C1=COCCO1

assay / compound,21,22,23,24,25,26,27,28,29,30
CCT chaperon mod,-5.5,0.8,-2.9,-2.9,-1.3,-2.3,-2.2,-1.0,-2.2,2.0
PI5P4K alpha inh,-15,-3,2,.,-7,-5,-17,-1,-5,-3
PLK1 PBD inh,-9%,4%,-10%,-7%,-5%,2%,-2%,-8%,-14%,-4%
WRN helicase inh,-8%,-1%,-2%,10%,0%,-1%,-9%,2%,-28%,2%
EPAC1 antag,13%,-1%,3%,13%,12%,-12%,-24%,5%,3%,-4%
EPAC2 antagonist,-5%,-1%,0%,1%,10%,1%,1%,1%,7%,3%
MmCpn inh,-1%,1%,1%,-1%,0%,-11%,-5%,2%,-5%,-1%
EPAC1 ag,5%,5%,2%,4%,-5%,2%,8%,-9%,-4%,8%

[31] CC(=O)c1c(C)[nH]c(C(=O)OCC(=O)Nc2cc(S(=O)(=O)N3CCCCC3)ccc2C)c1C
[32] O=C1c2cccc([N+](=O)[O-])c2C(=O)N1c1c[nH]c(=O)[nH]c1=O
[33] CCOC(=O)C1CCN(C(=O)CNC(=O)Cn2c(C)cc3ccccc3c2=O)CC1
[34] COc1ccc(N=C2S/C(=C\c3cc(C)n(C)c3C)C(=O)N2CC(C)C)cc1
[35] O=C(N/N=C/c1ccccc1)c1ccc(NC(=O)c2ccc(F)cc2)cc1
[36] O=C(CN1CSCC1=O)N1CCN(S(=O)(=O)c2ccc(Cl)cc2)CC1
[37] CCn1c(=O)c2c(nc3n2CCCN3CCc2ccc(OC)c(OC)c2)n(C)c1=O
[38] Cc1nnsc1C(=O)NNS(=O)(=O)c1ccccc1
[39] Cc1ccc(NC(=O)c2sc(Cl)nc2-c2ccccc2)cc1C
[40] COc1cc(/C=N/N2CCN(c3ccccc3OC)CC2)ccc1OC(C)=O

assay / compound,31,32,33,34,35,36,37,38,39,40
CCT chaperon mod,0.2,0.8,0.1,-4.8,-6.0,-0.7,-2.8,1.5,-1.3,-1.5
PI5P4K alpha inh,-7,0,2,-5,-13,6,-7,2,8,0
PLK1 PBD inh,-12%,-3%,-6%,-14%,3%,-1%,3%,-5%,0%,8%
WRN helicase inh,5%,0%,18%,-31%,0%,0%,6%,-7%,2%,-3%
EPAC1 antag,-24%,0%,17%,1%,-3%,20%,3%,-15%,10%,-15%
EPAC2 antagonist,-2%,1%,2%,-18%,-2%,6%,-3%,2%,5%,-2%
MmCpn inh,-11%,2%,2%,0%,-1%,-5%,0%,1%,-25%,1%
EPAC1 ag,-6%,-4%,10%,7%,-3%,-4%,-8%,4%,-8%,-1%

[41] COc1ccccc1/C=C/C(=O)OCC(=O)N1CCCCC1
[42] CCc1nnc(NC(=O)CCC(=O)NC2CCCc3ccccc32)s1 (stereo not given)
[43] S=c1[nH]nc(-c2ccncc2)n1/N=C/c1cccc(Cl)c1
[44] O=C(CNC(=O)[C@@H]1Cc2ccccc2CN1)NC1CCCC1
[45] O=C(O)c1cccc2c1/C(=N/O)c1ccccc1-2
[46] Cc1ccccc1NC(=O)c1cnc2ccccn2c1=O
[47] CCC1(c2ccccc2)NC(=O)N(CC(=O)Nc2cccc(S(=O)(=O)N3CCCCC3)c2)C1=O (stereo not given)
[48] Cc1ccc(C)c(S(=O)(=O)N2CCCOC2CNC(=O)C(=O)NC2CC2)c1 (stereo not given)
[49] Cc1ccc(S(=O)(=O)CC(=O)c2ccc([N+](=O)[O-])cc2)cc1
[50] O=C(CSc1ccc2nnc(-c3ccncc3)n2n1)Nc1ccc2c(c1)OCO2

assay / compound,41,42,43,44,45,46,47,48,49,50
CCT chaperon mod,-0.9,1.0,1.0,1.0,-2.1,-1.0,2.1,-0.8,1.6,-0.1
PI5P4K alpha inh,12,-6,-11,-1,-19,.,-4,4,-6,-2
PLK1 PBD inh,3%,4%,-11%,-2%,-12%,-6%,-1%,-3%,2%,-23%
WRN helicase inh,-1%,-10%[57.1 µM],3%,-11%,-10%,-4%,-3%,-21%,-1%,-5%
EPAC1 antag,2%,8%,5%,0%,0%,-1%,1%,11%,-2%,-3%
EPAC2 antagonist,15%,-1%,-1%,2%,1%,-4%,-5%,5%,-8%,-4%
MmCpn inh,-1%,1%,0%,-21%,.,0%,-1%,1%,1%,-1%
EPAC1 ag,-9%,-3%,-2%,4%,-4%,6%,5%,2%,5%,-13%

[51] Cc1ccc(NC(=O)CN2C(=O)NC(C)(C3CC3)C2=O)c(C)c1 (stereo not given)
[52] COc1ccc(C(=O)O/N=C(/c2ccccc2)c2ccncc2)cc1
[53] C=CCN1C(=O)[C@@H]2Cc3c([nH]c4ccccc34)C(c3cc(OC)c(OC)c(OC)c3)N2C1=S (stereo not given in full)
[54] COc1ccc2nc(SCC(=O)NC(C)(C)C)[nH]c2c1
[55] Cc1nn(CC(=O)N2CCN(C)CC2)c(=O)c2c1sc1ccccc12

assay / compound,51,52,53,54,55
CCT chaperon mod,0.2,-3.1,-0.9,-1.5,-0.6
PI5P4K alpha inh,4,2,1,.,-3
PLK1 PBD inh,-13%,-3%,-4%,-2%,-2%
WRN helicase inh,-3%,-4%,-1%,-6%,-4%
EPAC1 antag,16%,-11%,?,-10%,21%
EPAC2 antagonist,17%,-15%,-6%,-4%,6%
MmCpn inh,1%,2%,-2%,1%,0%
EPAC1 ag,-10%,3%,-21%,-4%,-6%
